High-throughput results deposited in PubChem BioAssay by several laboratories.
STK33 inh = blocks human STK33 kinase activity; Q9BYT3; purified STK33, MBP phosphorylation, ADP-Glo luminescence; inhibition, % at 10 µM; hit rate 0.073% among 320,000;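 active means inhibition at or above 25%, using the most active replicate where run in duplicate; inactive means inhibition below 25%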
Target sequence (Q9BYT3 whole entry, looked up): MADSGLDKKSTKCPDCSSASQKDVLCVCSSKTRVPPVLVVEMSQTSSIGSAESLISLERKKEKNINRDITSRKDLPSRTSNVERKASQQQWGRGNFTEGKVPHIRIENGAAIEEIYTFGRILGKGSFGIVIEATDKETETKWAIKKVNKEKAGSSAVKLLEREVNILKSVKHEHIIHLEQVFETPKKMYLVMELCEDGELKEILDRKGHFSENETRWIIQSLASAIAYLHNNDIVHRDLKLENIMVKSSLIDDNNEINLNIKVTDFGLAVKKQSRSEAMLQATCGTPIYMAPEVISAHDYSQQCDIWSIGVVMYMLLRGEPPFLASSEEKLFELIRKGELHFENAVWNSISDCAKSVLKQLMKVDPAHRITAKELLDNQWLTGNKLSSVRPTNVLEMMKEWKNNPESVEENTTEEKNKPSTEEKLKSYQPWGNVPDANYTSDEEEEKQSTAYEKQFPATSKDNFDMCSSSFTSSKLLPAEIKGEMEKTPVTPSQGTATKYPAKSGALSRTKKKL
KCNQ2 block = KCNQ2 potassium channel inhibitors, primary screen, cell-based, CHO-K1, FluxOR thallium flux, B-score (AID 2156). B-score at 10 µM. 20 min; hits give low values. O88943. hit rate 1.1% among 310,000;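 active means fluorescence ratio B-score at most minus 3 library SDs, with starting brightness B-score within 2 library SDs, cut at about -5.5 in these data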
Kir21 block = Kir2.1 (mouse) channel inhibition. P35561. HEK293-Kir2.1, FluxOR thallium flux fluorescence; hits give low values. B-score at 10 µM. hit rate 0.85% among 310,000;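 active means fluorescence ratio B-score at or below minus 3 SD of library scores, with starting-brightness B-score within 2 SD, cut at about -4.2 in these data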;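 further: channel flux triggered by added potassium and thallium sulfate stimulus; B-score of peak minus minimum fluorescence over baseline after thallium stimulus; more negative B-score means stronger Kir2.1 block with less thallium influx; some compounds called inactive have numbers as strong as hits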
Target sequence (P35561 whole entry, looked up): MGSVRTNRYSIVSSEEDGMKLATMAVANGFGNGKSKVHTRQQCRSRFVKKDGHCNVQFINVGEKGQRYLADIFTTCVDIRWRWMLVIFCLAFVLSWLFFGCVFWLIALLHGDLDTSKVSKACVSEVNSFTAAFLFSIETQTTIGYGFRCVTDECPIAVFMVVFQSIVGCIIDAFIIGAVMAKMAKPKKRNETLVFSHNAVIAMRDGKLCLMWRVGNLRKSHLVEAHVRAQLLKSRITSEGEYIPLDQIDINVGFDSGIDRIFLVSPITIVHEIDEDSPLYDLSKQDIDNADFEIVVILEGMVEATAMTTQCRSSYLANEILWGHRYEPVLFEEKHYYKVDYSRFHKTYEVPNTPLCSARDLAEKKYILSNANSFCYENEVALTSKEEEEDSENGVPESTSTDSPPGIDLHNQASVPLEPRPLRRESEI
Numbers without * were called inactive; i = inactive; x = not tested or not shown.

Kir21 block	STK33 inh	KCNQ2 block	mol
0.07	-0.2	i	CCn1c(=N)n(CC(=O)c2cccc([N+](=O)[O-])c2)c2ccccc21
-1.52	2.5	i	CCN1CCN(c2c(Cl)cccc2NC(=O)c2cc3ccccc3o2)CC1
1.68	-0.7	i	COc1ccc(C(=O)NC(=S)NNC(=O)c2cccc(C)c2)cc1
-0.08	1.8	i	N#C/C(=C\c1cccs1)Sc1nc2ccccc2s1
0.09	-0.2	i	COc1ccc(CN2CCN(C(=O)c3cccc4ccccc34)CC2)cc1OC
-1.23	-0.7	i	CCOc1ccc(N(C)C(=O)CCc2nnc3ccc(N4CCC5(CC4)OCCO5)nn23)cc1
0.01	-1.6	i	Cc1ccc(N2CCN(C(=O)c3cc(C(=O)c4ccccc4C)c[nH]3)CC2)c(C)c1
0.98	-1.3	i	CCn1nc(C)c(CNC(=O)C2CCC(=O)N(CCc3ccc(Cl)cc3)C2)c1C (stereo not given)
0.08	-1.4	i	CCOC(=O)c1ccc(NC(=O)Cn2ccc([N+](=O)[O-])n2)cc1
-0.82	-2.3	i	O=C(NO)c1cc(OCC(F)(F)F)ccc1OCC(F)(F)F
0.69	0.2	i	Cn1c(SCC(=O)NC(=O)c2cccc([N+](=O)[O-])c2)nnc1-c1ccc(F)cc1
-1.57	x	i	COc1ccc(Cl)cc1C(=O)NNC(=O)c1ccncc1
0.24	-0.4	i	O=C(CSc1nccc(=O)[nH]1)Nc1ccc2c(c1)OCCO2
0.64	0.2	i	CC1CC(C)CN(S(=O)(=O)c2ccc(C(=O)N3CCN(c4ccccc4)CC3)cc2)C1 (stereo not given)
-1.15	-1.0	i	COc1ccc(S(=O)(=O)N2CCCCC2C(=O)O)cc1OC (stereo not given)

An excerpt of these results, with two lines to a compound.
Screens in order: Kir21 block, STK33 inh, KCNQ2 block
- CCN1CCN(c2c(Cl)cccc2NC(=O)c2cc3ccccc3o2)CC1
 : -1.52, 2.5, i
- COc1ccc(C(=O)NC(=S)NNC(=O)c2cccc(C)c2)cc1
 : 1.68, -0.7, i
- N#C/C(=C\c1cccs1)Sc1nc2ccccc2s1
 : -0.08, 1.8, i
- COc1ccc(CN2CCN(C(=O)c3cccc4ccccc34)CC2)cc1OC
 : 0.09, -0.2, i

(continued)
Kir21 block	STK33 inh	KCNQ2 block	mol
0.46	3.2	i	CCc1nc(N2CCN(C(=O)c3ccco3)CC2)c2oc3ccccc3c2n1
0.06	0.7	i	O=C(O)C(NC(=O)c1ccccc1)=C(Cl)Cl
1.01	-0.1	i	Cc1cc(/C=C2\SC(N)=NC2=O)c(C)n1-c1ccc(F)cc1
0.7	-1.4	i	COc1ccc(C(=O)N2CCC3(CC2)NCCc2[nH]cnc23)cc1
-0.23	0.6	i	COc1ccccc1NC(=O)CCC(=O)OCc1ccc(Cl)cc1
1.51	0.5	i	COc1cc(OC)nc(N/N=C(\c2ccccc2)c2ccncc2)n1
-0.1	-1.7	i	Cc1ccc(NC2CCCN(C(=O)c3cccnc3)C2)cc1C (stereo not given)
-0.1	-0.2	i	CC1CCCN(CCCNC(=O)C2CCCN(c3ncnc4c3nc3n4CCCCC3)C2)C1 (stereo not given)
-0.79	-0.7	i	CCNC(=S)NC1CC2CCC(C1)N2Cc1ccccc1 (stereo not given)
1.28	-1.1	i	O=C(NCCOc1ccccc1)c1ccccc1Cl
-1.48	-0.6	i	O=C(COC(=O)C1(c2ccc(F)cc2)CCCC1)NCc1ccco1
2.41	-2.1	i	C=CCOc1cccc(C2C(C(=O)c3ccco3)=C(O)C(=O)N2Cc2cccnc2)c1 (stereo not given)
1.08	-1.7	i	O=C(CCc1nnc2n(CCc3ccccc3)c(=O)c3ccccc3n12)NCCCN1CCCCC1
-1.4	-0.7	i	CCN(CC)C(=O)CN1C(=O)C2(OCC(C)(c3ccccc3)CO2)c2ccccc21 (stereo not given)
-1.83	1.0	i	CN1CCN(c2nc(-c3cccnc3)nc3scc(-c4ccccc4)c23)CC1

An excerpt from above, showing only STK33 inh:
Compound | STK33 inh
CCn1c(=N)n(CC(=O)c2cccc([N+](=O)[O-])c2)c2ccccc21 | -0.2
CCN1CCN(c2c(Cl)cccc2NC(=O)c2cc3ccccc3o2)CC1 | 2.5
COc1ccc(C(=O)NC(=S)NNC(=O)c2cccc(C)c2)cc1 | -0.7

Other structures
Kir21 block	STK33 inh	KCNQ2 block	mol
1.38	-1.3	i	CCOc1ccc(-n2c(SCC(N)=O)nc3c(c2=O)SCC3)cc1
0.67	-0.6	i	O=C1CCC(=O)N1c1ccc(S(=O)(=O)Nc2ccc(Br)cc2)cc1
0.41	0.4	i	O=c1c2ccccc2c(-c2ccccc2)nn1-c1ccccn1
1.7	x	i	O=C(Nc1nnc(-c2ccccc2)s1)c1ccc(Cl)c(S(=O)(=O)N2CCOCC2)c1
1.97	-0.5	i	CCOc1cc(NC(=S)NCCCN2CCOCC2)c(OCC)cc1NC(=O)C1CC1
1	-1.1	i	O=C(NC(=S)Nc1ccccc1)c1cc([N+](=O)[O-])ccc1N1CCOCC1
-0.19	-1.1	i	CC1=Nn2c(nnc2C2CCCCC2)SC1
-1	-0.8	i	O=C(COc1ccc(Cl)cc1)NCc1n[nH]c(=O)c2ccccc12
-0.7	-2.4	i	OCCC1CN(Cc2nc(-c3ccccc3)cs2)CCN1Cc1ccc(F)cc1 (stereo not given)
-1.39	-1.4	i	c1ccc2c(CSCCc3ccncc3)cccc2c1
-1.59	0.3	i	O=C(NCCOc1ccc(F)cc1)C1CCC(=O)N(CCCN2CCOCC2)C1 (stereo not given)
0.6	1.3	i	CC(C)(C)CN1CCNC[C@H]1Cc1cccc2ccccc12
-1.51	0.2	i	Cc1ccc2nc(NC(=O)C3CCN(S(=O)(=O)c4cnc[nH]4)CC3)sc2c1
0.61	-0.6	i	COc1ccc(CNC(=O)C(NC(C)=O)C(=O)Nc2ccc(C(C)C)cc2)cc1 (stereo not given)
-0.05	-0.8	i	CCOc1ccc(NC(=S)N(CCc2c(C)[nH]c3ccccc23)Cc2ccco2)cc1
0.02	0.7	i	COc1ccc(-c2nnc(-c3cc4c(ccc5ccccc54)oc3=O)o2)cc1
-2.25	-1.7	i	CC(=O)c1cc(CN2CCC(C(=O)Nc3cccc(-c4cscn4)c3)CC2)cs1
0.3	-0.6	i	CC(NC(=O)c1ccc([N+](=O)[O-])cc1Cl)C1CC2CCC1C2 (stereo not given)
-1.42	-1.7	i	O=C(CN(c1ccc(F)cc1)S(=O)(=O)c1ccccc1)NCc1ccco1
-0.02	6.4	i	NS(=O)(=O)c1ccc2c(c1)C1C=CCC1C(C1CC=CCC1)N2 (stereo not given)
-0.52	0.3	i	Cc1ccc(NCc2nnc(SCCN3CCCCC3)n2CC2CCCO2)c(C)c1 (stereo not given)
-0.81	0.7	i	COc1cc(C(=O)Nc2nc3ccccc3s2)ccc1OCc1c(C)noc1C
0.01	0.1	i	Cc1ccc(NC(=S)Nn2cnnc2)cc1
-0.16	0.9	i	CCCCN1C2=C(C(=O)CC(C)(C)C2)C(c2ccccc2)C2=C1c1ccccc1C2=O (stereo not given)
0.7	-0.9	i	CCN1C(=O)/C(=C2\SC(=S)N(CCCOC)C2=O)c2ccccc21
0.1	-1.9	i	O=C(NCCCN1CCCC1=O)c1cccc(NS(=O)(=O)c2ccc(Br)cc2)c1
0.63	-0.9	i	CC(=O)c1ccc(N2CCN(CC(O)COCc3ccco3)CC2)cc1 (stereo not given)
0.88	1.1	i	Cn1c(=O)c2c(ncn2CCN(CCO)Cc2ccccc2)n(C)c1=O
-1.21	-0.7	i	CCOc1ccc(NC(=O)CCNS(=O)(=O)c2ccc3c(c2)c(=O)n(C)c(=O)n3C)cc1
0.7	0.6	i	COc1ccc(NC(=O)c2cccs2)cn1
-0.47	-1.8	i	O=S1(=O)CC(NCc2ccccc2)C(Nc2ccc(Cl)cc2)C1 (stereo not given)
-0.02	-0.7	i	COc1cc(NC(=O)CSc2nnnn2Cc2ccccc2)cc(OC)c1
0.2	3.3	i	Cc1cnc(NC(=O)COc2ccc3c(c2)CCC3)s1
0.07	-1.4	i	C/C(N)=C(/C#N)C(=O)CSc1nnc(-c2ccc3c(c2)OCO3)o1
0.57	-1.4	i	O=C(Cn1cnc2c(nnn2Cc2ccc(F)cc2)c1=O)NCc1ccc(F)cc1
-3.41	-0.1	i	COC(=O)c1cc(S(=O)(=O)N2c3ccccc3CC2C)cn1C (stereo not given)
1.28	-2.2	i	CCCCC(CC)CNC(=O)C1C2C=CC(C2)C1C(=O)O (stereo not given)
-0.67	-0.8	i	COC(=O)c1[nH]c2ccccc2c1NC(=O)CN1CCN(c2cccc(Cl)c2)CC1
0.57	-2.7	i	O=C(CN1CCN(Cc2ccccc2)CC1)N/N=C/c1ccco1
0.07	1.5	i	Cc1ccccc1OCC(=O)N(Cc1ccc(N(C)C)cc1)C1CCS(=O)(=O)C1 (stereo not given)
-1.53	-2.3	i	Clc1ccc(-c2nnc(COc3ncnc4ccccc34)o2)cc1
-0.05	-1.4	i	CC(Oc1ccccc1)C(=O)Nc1ccccc1F (stereo not given)
1.16	0.0	i	COc1ccc(Cl)cc1C(=O)Nn1cnnc1
1.32	-1.2	i	CCOC(=O)N1CCC(NS(=O)(=O)c2cc(C(=O)OC)n(C)c2)CC1
2.33	-2.2	i	COc1ccc(Cl)cc1Nc1nc2ccc(C)cc2n2cnnc12

Some of the entries so far, field by field:
Molecule: COc1ccc(Cl)cc1C(=O)Nn1cnnc1
  Kir21 block = 1.16; STK33 inh = 0.0; KCNQ2 block = i

Molecule: C/C(N)=C(/C#N)C(=O)CSc1nnc(-c2ccc3c(c2)OCO3)o1
  Kir21 block = 0.07; STK33 inh = -1.4; KCNQ2 block = i

Molecule: O=C(CN1CCN(Cc2ccccc2)CC1)N/N=C/c1ccco1
  Kir21 block = 0.57; STK33 inh = -2.7; KCNQ2 block = i

Molecule: CC(Oc1ccccc1)C(=O)Nc1ccccc1F (stereo not given)
  Kir21 block = -0.05; STK33 inh = -1.4; KCNQ2 block = i

(list continues)
Kir21 block	STK33 inh	KCNQ2 block	mol
-1.96	-0.6	i	COc1ccc(CC(=O)NC(C)CCc2ccccc2)cc1 (stereo not given)
-0.3	0.6	i	CN(CC(=O)Nc1ccccc1C(F)(F)F)C(=O)C1CCN(S(=O)(=O)c2ccc3c(c2)OCCO3)CC1
0.96	-2.3	i	COc1ccc(C)cc1NCC(=O)Nc1ccc(C(C)(C)C)cc1
-1.42	-0.5	i	C/C(=N\NC(=O)Cc1cccn1C)c1cccc2ccccc12
-1.47	-0.5	i	Fc1cc(F)cc(NC(=S)NN2CCOCC2)c1
-1.35	0.1	i	O=C(c1ccco1)N1CCN(C(=O)C2CC2)CC1
-0.89	x	i	COc1ccccc1NC(=O)Nc1nc(CC(=O)Nc2ccccc2F)cs1
0.05	-3.1	i	COc1ccc(F)cc1S(=O)(=O)Nc1ccncc1
-1.27	-0.6	i	CCOC(=O)C1=C(CS(=O)(=O)c2ccccc2)NC(=O)NC1c1cccc(OC)c1 (stereo not given)
-0.03	-0.7	i	Cn1c(=O)c2c(nc(Br)n2CCSc2nnnn2-c2ccccc2)n(C)c1=O
1.44	-1.3	i	O=C(/C=C/c1ccc2c(c1)OCO2)NCCS(=O)(=O)N1CCN(c2ccc(F)cc2)CC1
-0.1	0.5	i	CCOC(=O)N1CCN(c2c(-c3ccc(C)cc3)c(=O)c2=O)CC1
1.25	-0.2	i	CN(C)CCCNCC(=O)NN(c1ccccc1)c1ccccc1
-1.84	-0.3	i	CSc1cccc(NC(=S)N2CCC(N(C)C3CCCCCC3)CC2)c1
-3.5	-2.4	i	COc1ccccc1N1CCN(C(=O)CN(Cc2ccccc2)S(C)(=O)=O)CC1

Whole records, looked up by structure. Screens in order: Kir21 block, STK33 inh, KCNQ2 block
`Cn1c(=O)c2c(nc(Br)n2CCSc2nnnn2-c2ccccc2)n(C)c1=O` in the list: -0.03, -0.7, i
`COc1ccc(CC(=O)NC(C)CCc2ccccc2)cc1` (stereo not given) in the list: -1.96, -0.6, i

(further entries)
Kir21 block	STK33 inh	KCNQ2 block	mol
-0.96	-2.7	i	COCCN(C(=O)CNC(=O)c1ccco1)C(C(=O)NC1CCCC1)c1cccs1 (stereo not given)
0.21	-0.5	i	CC(NC(=O)C(=O)N1CCOCC1)C(c1cccs1)N1CCN(c2ccc(F)cc2)CC1 (stereo not given)
-0.39	-0.9	i	Cc1ccc(C(=O)COC(=O)COc2ccc(C)c(C)c2)cc1
-1.9	x	i	CN1CCc2c(sc(NC(=O)c3cc4cc([N+](=O)[O-])ccc4s3)c2C(N)=O)C1
1.71	0.4	i	O=C(CN1C(=O)CSc2ccccc21)Nc1ccccc1C(=O)N1CCOCC1
-0.71	-2.1	i	O=[N+]([O-])c1ccc(COn2nnc3ccccc32)cc1
-0.26	0.2	i	CC(=O)NC(C(=O)NCC(N)=O)C(C)C (stereo not given)
-0.12	-1.7	i	Cn1c(=O)c2c(nc(OCc3ccccc3)n2C)n(C)c1=O
1.06	1.3	i	CC(C)(C)C(=O)Nc1nnc(SCC(=O)NCc2cccs2)s1
-0.39	0.5	i	CN1CCN(c2oc(-c3ccccc3Cl)nc2S(=O)(=O)c2ccccc2)CC1
-0.34	0.9	i	CN1CCN(C(=O)COCc2cc(-c3ccc4c(c3)OCO4)on2)CC1
-0.96	-0.1	i	COc1ccc(S(=O)(=O)N2CN(Cc3ccco3)c3nc4ccccc4nc32)cc1

Random draw from the library; any-hit rate near 1.9%.
